EPAC2 ag = EPAC2 (human) agonism; EPAC2 activation, biochemical qHTS; response scale: 100% = 6.5 mM cAMP response; Potency, µM (series often up to 154 µM), for the others: at the top dose activation, usual class: activators; 360,000 tested, 0.079% active; AID 720711; note: potency is the fitted concentration of half-maximal effect; nearly all actives have a fitted effect of over 50% in size
Target sequence (Q8WZA2 whole entry, looked up): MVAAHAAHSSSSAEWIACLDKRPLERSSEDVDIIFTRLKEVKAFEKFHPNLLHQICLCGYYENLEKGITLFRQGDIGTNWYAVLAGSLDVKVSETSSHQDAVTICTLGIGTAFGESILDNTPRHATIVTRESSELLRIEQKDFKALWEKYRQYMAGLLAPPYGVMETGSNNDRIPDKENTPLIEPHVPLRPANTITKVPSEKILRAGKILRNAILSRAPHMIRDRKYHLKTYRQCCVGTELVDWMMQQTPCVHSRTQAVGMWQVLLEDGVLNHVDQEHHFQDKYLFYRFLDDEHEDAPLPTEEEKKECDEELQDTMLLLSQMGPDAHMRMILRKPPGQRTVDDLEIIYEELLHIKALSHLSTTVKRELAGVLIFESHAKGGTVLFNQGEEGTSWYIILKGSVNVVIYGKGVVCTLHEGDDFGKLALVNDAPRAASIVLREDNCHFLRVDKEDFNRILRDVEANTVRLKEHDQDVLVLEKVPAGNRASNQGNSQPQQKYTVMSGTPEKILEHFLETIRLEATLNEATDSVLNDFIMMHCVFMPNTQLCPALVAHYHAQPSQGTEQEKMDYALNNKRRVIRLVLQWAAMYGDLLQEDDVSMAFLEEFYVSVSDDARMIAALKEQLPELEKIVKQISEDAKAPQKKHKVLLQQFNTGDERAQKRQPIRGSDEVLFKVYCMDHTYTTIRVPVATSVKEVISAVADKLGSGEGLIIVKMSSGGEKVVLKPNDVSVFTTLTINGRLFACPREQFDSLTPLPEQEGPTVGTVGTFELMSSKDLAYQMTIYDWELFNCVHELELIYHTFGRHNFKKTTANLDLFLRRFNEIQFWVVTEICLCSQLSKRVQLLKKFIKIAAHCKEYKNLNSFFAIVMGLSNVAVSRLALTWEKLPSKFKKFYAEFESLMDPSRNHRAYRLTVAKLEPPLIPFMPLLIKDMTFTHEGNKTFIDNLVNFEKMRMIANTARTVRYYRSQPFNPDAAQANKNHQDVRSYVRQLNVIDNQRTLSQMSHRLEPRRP
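qHTS, titration series. 100 nM EPAC2 / 250 nM Rap1B-BODIPY-GDP / 50 uM GDP; RT; ex 480/em 540 nm, 5-min reads to 30 min. Norm. to 6.5 mM cAMP = activation.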
PI5P4K alpha inh = inhibitors of human PI5P4K alpha | P48426 | PI5P4Kalpha enzyme, ADP-Glo luminescence, 60 min; active compounds read low | max response, % | 330,000 tested, 1.2% active | AID 652105; active = max response of -50% or lower; inconclusive = between -30% and -50%; inactive = -30% or higher; note: value at the top dose of about 77 µM; % is set by controls: 0 for no effect and ±100 for the full control effect
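Luminescence from ADP-Glo served as readout of PI5P4Kalpha activity in a qHTS format. Reaction: enzyme, substrate, compound, ATP at 5 microM final, 60 min at RT.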
IL2 activator = IL-2 activation; IL-2 activation reporter assay, cell-based qHTS; stimulated with anti-CD3/CD4/CD28 beads; in transgenic mouse T cells; activation, % (series mostly up to about 46 µM); 360,000 tested, 0.065% active; AID 652025; in the data active = activation above about 50%; inconclusive = mostly about 30% to 49%; note: 0% is about no effect
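Readout: EGFP and DsRed signals by fluorescent plate cytometry. Unstimulated transgenic mouse T cells received compound 60 min before antibody-bead stimulation, then incubated 18 h at 37 degrees C.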
EPAC1 agonist = activates human EPAC1 exchange factor. Potency, µM (top dose mostly 154 µM), without a hit: at the top dose activation, usual class: activators. AID 720707. EPAC1 agonist qHTS, biochemical assay; response scale: 100% = response to 6.5 mM cAMP. 360,000 tested, 0.073% active; note: potency is the fitted concentration of half-maximal effect; nearly all actives have a fitted effect of over 60% in size
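Nucleotide exchange assay: 100 nM EPAC1 with 250 nM Rap1B loaded with BODIPY-GDP and 50 uM GDP, room temperature. Fluorescence (480/540 nm) read every 5 min for 30 min; signal change normalized to 6.5 mM cAMP as full agonist.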
CCT chaperon mod = changes cytosolic chaperonin activity; activity change, % (test concentration not listed), hits read low; purified chaperonin ATPase assay, HTRF ADP detection, 30 min; AID 651819; 360,000 tested, 0.3% active; in the data active = activity change below about -30%; note: % is set by controls: 0 for no effect and ±100 for the full control effect
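ATPase activity: ADP formed was measured by HTRF Transcreener (665/615 nm ratio) after 30 min at 37 deg C with 10 uM ATP. Compounds screened at one 76 uM concentration against 40 or 20 nM TRiC in Tris pH 7.4/KCl/MgCl2/DTT buffer.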
WRN inhibitor = blocks human WRN helicase; Q14191; WRN helicase unwinding, fluorescent forked duplex, kinetic; Potency, µM (doses to about 114 µM), without a hit: at the top dose activity change, negative = inhibition, usual class: inhibitors; 360,000 tested, 0.46% active; note: potency is the fitted concentration of half-maximal effect; % is set by controls: 0 for no effect and ±100 for the full control effect; nearly all actives have a fitted effect of over 55% in size
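WRN at 20 nM final preincubated with compound 15 min at room temperature; reaction started with 100 nM fluorophore/quencher forked duplex oligonucleotide and 2 mM ATP final. Unwinding followed kinetically by red fluorescence (ex 525, em 598 nm).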
EPAC1 antagonist = EPAC1 (human) antagonism; Potency, µM (titrated, usually from 115 µM), without a hit: at the top dose activity change, negative = inhibition, usual class: inhibitors; EPAC1 GEF assay, Rap1b-BODIPY-GDP exchange fluorescence; 360,000 tested, 0.14% active; O95398;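 note: potency is the fitted concentration of half-maximal effect; plate controls were vehicle for no effect and positive control for full effect; nearly all actives have a fitted effect of over 50% in size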
PLK1 PBD block = PLK1 (human) polo-box domain binding inhibition; Potency, µM, for inactives: max response, negative = inhibition, usual class: inhibitors; 360,000 tested, 2.8% active; Plk1 PBD binding of FITC phosphopeptide, fluorescence polarization; P53350; note: potency is the fitted concentration of half-maximal effect; series mostly up to about 57 µM; % is set by controls: 0 for no effect and ±100 for the full control effect; nearly all actives have a fitted effect of over 65% in size
An asterisk follows results filed as active; ? = inconclusive; nt = not tested or not shown; [ ] = dose if it differs, or a comment. Unless noted, calls come from the whole dose curve; as a rule, active = well fitted curve in the direction sought with a large enough effect; inconclusive = small, poorly fitted or top-dose-only effect, or another doubt; inactive = no such curve, though single readings can be large; an effect the other way counts as inactive or inconclusive. Some of the compounds tested; count on the stated rates, not on these rows.

SMILES	EPAC2 ag	PI5P4K alpha inh	IL2 activator	EPAC1 agonist	CCT chaperon mod	WRN inhibitor	EPAC1 antagonist	PLK1 PBD block
CCCCN(C)C(=O)C1CCN(C/C(C)=C/c2ccccc2)CC1	-4%	-20	-0.6	0%	-1.6	5%	13%	?
O=C(Nc1ccc(CN2CCOCC2)cc1)c1ccc(Cl)cc1Cl	12%	-1	0.9	12%	0.0	6%	-30%	-9%
CCCCNC(=O)N1CCN(Cc2ccc(F)cc2)CC1	6%	1	-2.9	7%	-4.2	4%	3%	-17%
COc1cc(OC)c(C2=NOC(C(=O)NCc3cccs3)C2)cc1Cl (stereo not drawn)	13%	1	-1.6	5%	-0.3	-25%	-19%	0%
CC1CCCC(NC(=O)c2ccc(CNc3c(N4CCCC4)c(=O)c3=O)cc2)C1C (stereo not drawn)	3%	0	-2.9	-5%	-2.1	3%	-20%	-3%
COCCNC(=O)C(=O)Nc1ccc2c(c1)N(S(=O)(=O)c1cccs1)CCC2	0%	1	-0.1	6%	1.9	-4%	-11%	-4%
O=C(NCCNC(=O)c1ccc(-c2cccc(Cl)c2)o1)c1cnccn1	-4%	-14	-1.5	-8%	0.9	0%	11%	1%
CCc1ccccc1NC(=O)C1(S(=O)(=O)c2ccc(C)cc2)CC1	11%	2	0.8	11%	0.7	6%	2%	-8%
Cc1ccc(/C=C/C(=O)Nc2cccc3ncccc23)o1	9%	nt	-2.2	4%	-0.1	-20%	-2%	?
CCc1ccc(-c2nc(CSCC(=O)N3CCN(c4ccccn4)CC3)c(C)o2)cc1	-4%	4	-4.3	7%	-4.7	-9%	-1%	-5%
CC1=C(C(=O)N(C(C)C)C(C)C)CC(CC(=O)NC2CC2)C(=O)N1Cc1ccc(F)cc1 (stereo not drawn)	3%	-6	1.0	-7%	1.2	3%	23%	0%
Cc1cc(O)cc(O)c1C(=O)Cc1cnn(-c2ccccc2)c1	4%	nt	-0.9	-2%	-2.4	-11%	-4%	2%
CSc1ncccc1C(=O)NCc1ccc(C)cc1	6%	2	-0.7	-1%	-1.7	1%	-2%	-15%
COc1cccc(C2=Nc3cccc4cccc(c34)N2)c1	10%	-14	-0.3	9%	-3.4	-19%	4%	-11%
c1ccc2nc(-c3ccncc3)ccc2c1	-3%	nt	-2.4	-1%	0.2	4%	-5%	-9%
COc1ccc(-c2nn(-c3ccccc3)cc2/C=N/N=C(N)N)cc1OC	-6%	-15	-0.3	-6%	1.3	-10%	4%	-1%
CCCn1c(=O)c(C(=O)NCCc2ccc(Cl)cc2)c(O)c2ccccc21	16%	6	1.0	0%	-0.7	2%	-4%	-9%
CC1CCCCN1CCNC(=O)c1ccc2c(=O)n(CCc3ccccc3)c(=O)[nH]c2c1 (stereo not drawn)	2%	?	-0.6	3%	-0.6	-5%	-17%	-4%
CC(NC(=O)CCNS(=O)(=O)c1ccc2c(c1)oc(=O)n2C)c1ccccc1 (stereo not drawn)	4%	6	-2.4	-11%	-2.1	-1%	-9%	-3%
CC(=O)c1ccc(Cc2ccc(C(C)=O)cc2)cc1	-2%	-10	-3.5	4%	-0.8	-25%[57.1 µM]	9%	-7%
COc1ccc(CN2C(=O)C(CC(=O)NCc3ccco3)CC(C(=O)N(C)C)=C2C)cc1 (stereo not drawn)	3%	1	4.0	-8%	2.7	11%	-12%	0%
Cc1ccc(S(=O)(=O)n2c(N)nc3ccccc32)cc1	-7%	6	-0.7	-1%	-1.3	1%	1%	1%
CC(=O)Cn1ncc(N(C)Cc2ccccc2)c(Cl)c1=O	3%	0	-0.4	-5%	0.6	-1%	9%	-2%
CCCCC(=O)N=c1sc2cc([N+](=O)[O-])ccc2n1C	-3%	8	-2.1	1%	-1.1	2%	12%	-8%
CCc1cc(=O)[nH]c(SCc2cccc3ccccc23)n1	12%	-1	0.2	1%	-1.8	-4%	-12%	-21%

Later entries
SMILES	EPAC2 ag	PI5P4K alpha inh	IL2 activator	EPAC1 agonist	CCT chaperon mod	WRN inhibitor	EPAC1 antagonist	PLK1 PBD block
Cc1ccc2nc(N3CCN(C=O)CC3)nc(-c3ccccc3)c2c1	-2%	nt	0.3	-2%	0.5	1%	-6%	-6%
Cc1ccccc1/C=N\NC(=O)c1csnn1	2%	-2	-0.1	-4%	-0.8	-4%	-1%	-1%
CN1CCN(CCc2nc3cc(NC(=O)COc4ccc([N+](=O)[O-])cc4)ccc3n2C)CC1	4%	-4	8.9	1%	0.9	3%	0%	-1%
S=C(NCCCN1CCOCC1)N1CCN(c2nc(-c3ccc(Cl)cc3)cs2)CC1	5%	-2	-1.6	6%	-6.2	-7%	1%	-17%
O=C(NCCOc1ccccc1)C1CCC(=O)N(CCc2ccccn2)C1 (stereo not drawn)	9%	4	-2.7	1%	-0.2	2%	5%	-10%
CC(C)Cn1c(-c2ccccc2)nc2ccccc2c1=O	-9%	-4	-1.2	0%	-5.8	5%	2%	1%
COC(=O)[C@H](C)NC(=O)c1cc2c(cn1)[nH]c1ccccc12	9%	?	-0.5	2%	-1.1	?	-2%	1.3µM*
CCCCn1c(N)c(N(CCC(C)C)C(=O)c2ccc3c(c2)OCO3)c(=O)[nH]c1=O	-6%	7	1.0	0%	-0.1	5%	4%	-6%
COc1ccc(N2C(c3ccsc3)=Cc3cc4c(cc3C2c2c[nH]c3ccccc23)OCO4)cc1 (stereo not drawn)	7%	0	-0.6	0%	1.0	9%	0%	-2%
Cc1cccc2c(=O)c(Br)c(C)n(Cc3ccccc3)c12	7%	5	-1.2	8%	-0.3	-2%	1%	-11%
CC(=O)NCC1(c2ccccc2)CCN(CCCC(=O)c2ccc(F)cc2)CC1	7%	2	-1.9	4%	-0.3	8%	2%	-10%
O=C(COC(=O)CCC(=O)c1cccs1)Nc1cccc(F)c1	7%	0	1.0	1%	0.4	-1%	5%	2%
CC(C)NC(=O)N[C@H]1CC[C@H](CC(=O)NCc2ccc(Oc3ccccc3)cc2)O[C@@H]1CO	0%	5	1.8	-8%	nt	-11%	-16%	-14%
O=c1c2ccccc2[nH]c(=S)n1CCC1=CCCCC1	1%	6	1.5	4%	0.3	8%	1%	-11%
Cc1ccc(C(=O)NC(C)C2CC3CCC2C3)c(C)c1 (stereo not drawn)	4%	10	-0.5	8%	-1.4	6%	-16%	-6%
O=C(N/C(=C\c1ccc([N+](=O)[O-])cc1)C(=O)N1CCOCC1)c1ccco1	11%	5	-0.3	8%	-0.1	8%	0%	-10%
COc1ccc(-c2c(NC(=O)c3ccco3)oc3ccccc3c2=O)cc1	-2%	1	-3.3	11%	0.0	-14%	23%	-4%
COc1cccc(CNc2nc3cc(-c4cccc(C(=O)NCCO)c4)sc3c(=O)n2C)c1	4%	-9	-0.6	-4%	-0.6	4%	-2%	-12%
COC(=O)CSc1nnc(CNC(=O)c2ccc(OC)c(OC)c2)n1C	1%	1	-0.6	2%	0.5	-18%	-11%	0%
CN(C)CCNC(=O)C1CCN(S(=O)(=O)c2ccc3ccccc3c2)CC1	3%	4	-2.5	-7%	-3.4	-5%	-15%	-3%
O=C1CCC(=O)N1c1ccc(S(=O)(=O)Nc2ccc(Br)cc2)cc1	14%	-2	-0.5	-8%	0.0	3%[57.1 µM]	7%	-1%
CC(C)CCNC(=O)COc1ccc(C(=O)c2ccccc2)cc1	-5%	0	-1.2	3%	-0.3	1%	-9%	7%
CCOc1ccc(CCNC(=O)c2nccnc2C(=O)O)cc1OCC	7%	0	-2.5	2%	-0.1	8%	14%	1%
CN1C(=O)C(C)(C)c2cc(S(=O)(=O)NCC(=O)NCc3ccccc3)ccc21	2%	4	-3.4	-2%	-1.2	-8%	-4%	-19%
Cc1ccc(NC(=O)NNC(=O)COc2ccc(Cl)cc2)cc1	6%	9	-0.1	-5%	0.5	1%	12%	5%

Record cards, as listed above. Values in the order: EPAC2 ag	PI5P4K alpha inh	IL2 activator	EPAC1 agonist	CCT chaperon mod	WRN inhibitor	EPAC1 antagonist	PLK1 PBD block
Record of CC(C)Cn1c(-c2ccccc2)nc2ccccc2c1=O → -9%	-4	-1.2	0%	-5.8	5%	2%	1%
Record of COc1cccc(CNc2nc3cc(-c4cccc(C(=O)NCCO)c4)sc3c(=O)n2C)c1 → 4%	-9	-0.6	-4%	-0.6	4%	-2%	-12%
Record of CN(C)CCNC(=O)C1CCN(S(=O)(=O)c2ccc3ccccc3c2)CC1 → 3%	4	-2.5	-7%	-3.4	-5%	-15%	-3%
Record of CCOc1ccc(CCNC(=O)c2nccnc2C(=O)O)cc1OCC → 7%	0	-2.5	2%	-0.1	8%	14%	1%

(further entries)
SMILES	EPAC2 ag	PI5P4K alpha inh	IL2 activator	EPAC1 agonist	CCT chaperon mod	WRN inhibitor	EPAC1 antagonist	PLK1 PBD block
O=C(/C=C/c1ccco1)OCC(=O)c1cccc([N+](=O)[O-])c1	10%	1	-1.2	-9%	1.1	-17%	-5%	-5%
CCCCOc1ccc(N(CC(=O)NCC2CCCO2)C(=O)CCC(=O)Nc2cc(C)ccn2)cc1 (stereo not drawn)	-1%	-2	0.1	4%	3.4	-14%	8%	?
CCOc1cc(/C=C2\CCCC(C(=O)C(F)(F)F)=C2O)ccc1O	-10%	3	-0.3	0%	-2.1	-33%	10%	-3%
COc1ccccc1CN1CC(C(=O)NCc2cccc(Cl)c2)CCC1=O (stereo not drawn)	1%	0	-3.8	-3%	-3.3	1%	17%	7%
Cc1noc(C)c1COC(=O)c1cc2c(C)nn(-c3ccc(F)cc3)c2s1	-11%	5	2.3	0%	-1.1	3%	-14%	-2%
O=C(NCCCn1ccnc1)c1ccc(F)cc1	19%	0	2.3	15%	0.7	4%	14%	-4%
Cc1ccc(CSCCNC(=O)CN(c2ccccc2)S(C)(=O)=O)cc1	3%	7	-0.2	2%	1.7	-4%[57.1 µM]	-20%	?
Cc1ccc(-n2cc(S(=O)(=O)c3ccc(C)cc3)[nH]c2=O)cc1	-6%	-18	-1.9	-2%	-1.0	-2%	-2%	?
COc1ccc(COC(=O)Nc2cn(C)nc2C(F)(F)F)cc1	0%	3	0.1	-8%	-0.9	5%	27%	2%
CCOC(=O)CC(=O)N/N=C/c1c(N)n(C)c(=O)n(C)c1=O	11%	-7	0.3	9%	-1.6	-21%	-24%	-1%
CCOCCCNC(=O)C1CCN(S(=O)(=O)c2ccc3nc4c(c(C(=O)O)c3c2)CCCCC4)CC1	-6%	1	-2.1	-1%	-19	0%	18%	-5%
Cc1ccc(-c2cc(C(=O)N3CCc4ccccc4C3)no2)cc1	11%	4	-1.2	2%	-2.1	1%	-5%	-11%
O=C(O)c1cc(-c2cccc([N+](=O)[O-])c2)nc2ccccc12	-2%	-4	-3.2	-3%	-2.7	-5%	3%	-4%
CCOC(=O)C1CCN(S(=O)(=O)c2ccc(OC)c(Cl)c2)CC1	-5%	1	-2.7	-1%	0.5	-4%	-10%	0%

Source: PubChem (National Center for Advancing Translational Sciences (NCATS))
